Lamin A splicing – qHTS Assay for Modulators of Lamin A Splicing. HeLa LMNA splicing GFP/RFP minigene ratio, 48 h. Potency, µM (top dose mostly 46.1 µM), inactives show at the highest dose ratio change, negative = inhibition, usual class: inhibitors. 200,000 tested, 0.01% active. AID 1487, 2009; active means well fitted inhibition curve with a large enough effect in the signal ratio, with a control signal flat, not every such curve was filed as active; inconclusive means small, poorly fitted or top-dose-only effect, or effect the other way, or a change in a side signal; the % refers to the signal ratio
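Read-out is the ratio of GFP to DsRed2 object intensity, acquired by 488 nm laser-scanning cytometry on HeLa lamin A-EGFP minigene reporter cells. Compound incubation 48 hrs at 37 °C in Opti-MEM with 2% FBS; DMSO 0.5% final.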
TRb-SRC2 inh – qHTS for Inhibitors of the Interaction of Thyroid Hormone Receptor and Steroid Receptor Coregulator 2. Thyroid hormone receptor beta (Homo sapiens), P10828. TRbeta-SRC2 peptide binding, fluorescence polarization; receptor liganded with 1 µM T3. Potency, µM (top dose mostly 106 µM), inactives show at the top dose activity change, negative = inhibition, usual class: inhibitors. 280,000 tested, 0.065% active. AID 1469, 2008; active means well fitted inhibition curve with a large enough effect; inconclusive means small, poorly fitted or top-dose-only effect, or effect the other way;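 further: plate controls were bound peptide for no effect and peptide without receptor for full effect; nearly all actives have a fitted effect of over 50% in size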
Target sequence (P10828 whole entry, looked up): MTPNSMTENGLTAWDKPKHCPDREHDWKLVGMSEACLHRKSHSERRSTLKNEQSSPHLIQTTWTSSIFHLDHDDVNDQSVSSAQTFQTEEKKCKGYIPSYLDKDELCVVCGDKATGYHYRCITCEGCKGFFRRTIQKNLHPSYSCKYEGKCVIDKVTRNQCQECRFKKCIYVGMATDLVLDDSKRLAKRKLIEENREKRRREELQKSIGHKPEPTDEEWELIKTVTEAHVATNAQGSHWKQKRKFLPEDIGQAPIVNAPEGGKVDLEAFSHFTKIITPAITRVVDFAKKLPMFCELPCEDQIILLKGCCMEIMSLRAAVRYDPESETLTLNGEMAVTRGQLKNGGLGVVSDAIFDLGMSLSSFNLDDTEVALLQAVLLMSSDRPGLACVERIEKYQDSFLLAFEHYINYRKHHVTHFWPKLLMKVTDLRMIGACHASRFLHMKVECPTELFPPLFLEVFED
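Assay buffer: 20 mM Tris-HCl, 100 mM NaCl, 10% glycerol, 1 mM EDTA, 0.01% NP-40, 1 mM DTT, 1 uM T3, 5% DMSO; TRb LBD 0.6 uM, Texas Red SRC2 20 nM; FP after 5 hr.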
TexasRed fluor – Total Fluorescence Counterscreen for Inhibitors of the Interaction of Thyroid Hormone Receptor and Steroid Receptor Coregulator 2; TRb/SRC2 Texas Red total fluorescence interference; AID 1479, 2009; 280,000 tested, 0.29% active; Potency, µM (series often up to 106 µM), without a hit: at the top dose fluorescence change, negative = quenching; active means well fitted curve in either direction with a large enough effect; inconclusive means small, poorly fitted or top-dose-only effect
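Human TRb ligand-binding domain at 0.6 uM with 20 nM Texas Red SRC2 peptide in Tris buffer containing 1 uM T3 and 5% DMSO, incubated with compound 5 h at ambient temperature. Total fluorescence (555/632 nm) calculated as parallel + 2 × perpendicular.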
* = called active by the depositor; ? = inconclusive; [ ] = dose if it differs, or a comment. Unless noted, on the % scale 0 is the no-effect control and ±100 the full control effect; potency means the concentration at half of the fitted maximal effect. A portion of the library (hit frequency here may not be typical).

SMILES	Lamin A splicing	TRb-SRC2 inh	TexasRed fluor
COc1cc(O)ccc1C1CC(=O)Nc2c1c(=O)nc(SCc1ccccc1C)n2C (stereo unspecified)	17.6%[46 µM]	-14.1%	?
CCCC(=O)OCc1cnc(C)c2oc(=O)c(C(=O)Nc3cccc(C(F)(F)F)c3)cc12	-27.0%[46 µM]	-3.6%	-1.7%
COc1ccc(C2=C(C)C(=O)N(Cc3ccc(C(=O)Nc4ccc(F)cc4C)cc3)S2(=O)=O)cc1	?	1.7%	-4.9%
O=C(Nc1ccc(C(=O)OCc2cc(=O)n3nc(C4CC4)sc3n2)cc1)c1cccc(Cl)c1	-2.5%[46 µM]	2.9%	-1.0%
CCOc1ccc(-c2nc(SC(C(C)=O)C(=O)N(C)C)c3c(=O)n(C)c(=O)n(C)c3n2)cc1 (stereo unspecified)	7.2%[46 µM]	3.1%	-1.2%
Cc1ccccc1C(=O)OCc1cc(=O)n2nc(C3CC3)sc2n1	-7.7%[46 µM]	2.3%	-3.9%
COc1ccccc1CNS(=O)(=O)c1cc(C(=O)Nc2cccc(C(F)(F)F)c2)ccc1F	?	-2.0%	-0.1%
CCc1ccc(-c2nn(CC(=O)NCc3ccccc3)c3c2cnc2ccc(F)cc23)cc1	?	6.3%	-0.9%
O=C(C1COc2ccccc2O1)N(Cc1cccnc1)c1nc2c(F)cccc2s1 (stereo unspecified)	-5.0%[46 µM]	-12.6%	0.5%
Cc1ccc2c(c1)N(C(=O)N1CCC(C(=O)NCCc3ccc(Cl)cc3)CC1)CC(C)O2 (stereo unspecified)	-7.5%[46 µM]	-6.3%	-0.4%
COc1cccc(NC(=O)CSc2nc3c([nH]c4ccccc43)c(=O)n2-c2cc(C)cc(C)c2)c1	-11.4%[46 µM]	9.5%	-0.2%
CC1CCCCN1CCCNC(=O)Cn1ncc2c([nH]c3ccccc32)c1=O (stereo unspecified)	14.4%[46 µM]	9.5%	9.3%
CC(C)CCNC(=O)Cn1c(-c2cccs2)cc2cc(F)ccc21	?	5.8%	7.0%
CN(C)c1ccc(C(CNC(=O)c2ccccc2Cl)N2CCCC2)cc1 (stereo unspecified)	-1.3%[46 µM]	-0.1%	0.0%
COc1cccc(CNC(=O)c2cnc3c(-c4ccc(F)cc4)c(C)nn3c2C)c1	11.3%[46 µM]	-5.4%	1.0%
CCCCN(C)CCNC(=O)c1cc(-c2cccnc2)nc2ccc(S(=O)(=O)N3CCC(C)CC3)cc12	5.6%[46 µM]	-6.1%	-5.4%
CCOc1ccc(CNC(=O)C2=Cc3cccc(OC)c3OC2)cc1	4.7%[46 µM]	9.2%	0.2%
CCOC(=O)C1CCN(c2ncnc3c2c(-c2ccccc2)cn3-c2cccc(C)c2)CC1	?	1.5%	1.5%
CC(=O)c1cccc(NC(=O)c2sc(-n3nc(C)c(CCC(C)C)c3C)nc2C)c1	?	-5.1%	-24.5%
CN(C)CCCn1c(-c2ccc(Cl)cc2)csc1=Nc1ccccc1	?	1.1%	0.3%
CCOC(=O)c1ccc(N2CCN(c3cc(C)ccc3C)CC2)c(NC(=O)Nc2ccccc2)c1	?	-6.3%	-2.2%
CCCC(=O)NCC1(N(C)C)CCCCC1	?	1.2%	-17.8%
COc1cc(OC)c(NS(=O)(=O)c2cc(-c3cnc(C)o3)ccc2OC)cc1Cl	?	1.0%	-0.2%
Cc1ccccc1Cn1c(CN2CCC(C(=O)NCc3cccnc3)CC2)cc2ccccc21	?	-1.2%	2.1%
CC(Oc1ccccc1)C(=O)Nc1nnc2n1CCS2 (stereo unspecified)	4.0%[46 µM]	-0.6%	-29.2%
Cc1nn2c(=O)cc(COC(=O)c3ccco3)nc2s1	?	3.0%	-3.6%
CCOC(=O)c1c(S(=O)(=O)NCC(=O)NCc2cccc(C)c2)c(C)n(C)c1C	5.4%[46 µM]	3.3%	0.2%
CSc1cccc(NC(=O)C2CCCN(S(=O)(=O)c3ccc4c(c3)CCCN4C(C)=O)C2)c1 (stereo unspecified)	?	1.8%	-3.6%
Cc1ccc(NC(=O)c2sc3ncnc(N(C)C4CCCCC4)c3c2C)cc1	?	-4.8%	2.8%
Cc1ccc(Cl)cc1N1CCN(C(=O)c2cc(S(=O)(=O)N3CCCCC3)cn2C)CC1	-14.9%[46 µM]	-12.6%	0.9%

Only TexasRed fluor, for some of the entries so far:
smiles,TexasRed fluor
Cc1ccccc1Cn1c(CN2CCC(C(=O)NCc3cccnc3)CC2)cc2ccccc21,2.1%
CC(Oc1ccccc1)C(=O)Nc1nnc2n1CCS2 (stereo unspecified),-29.2%
Cc1nn2c(=O)cc(COC(=O)c3ccco3)nc2s1,-3.6%

(listing goes on)
SMILES	Lamin A splicing	TRb-SRC2 inh	TexasRed fluor
Clc1ccc(CN2CCc3nc(Nc4ccc5c(c4)OCCO5)ncc3C2)cc1	-12.0%[46 µM]	0.4%	-1.4%
Cc1noc(C)c1S(=O)(=O)NCCc1csc2nc(-c3ccc(Cl)cc3)nn12	-6.5%[46 µM]	1.3%	-0.8%
CCOc1ccc(NC(=O)CSC2=Nc3ccccc3C3=NC(CCC(=O)NCc4ccco4)C(=O)N23)cc1 (stereo unspecified)	1.0%[46 µM]	4.3%	-20.1%
CCc1ccc(OCC(=O)N(Cc2cccs2)c2ccc(Cl)cc2)cc1	?	-1.9%	2.0%
CCOC(=O)c1cc(-c2ccc(OC)cc2)n(CCC(=O)Nc2nc3ccc(OCC)cc3s2)c1C	?	-0.3%	0.1%
CCOC(=O)c1noc2ncnc(Nc3cccc(OC)c3)c12	-6.2%[46 µM]	0.0%	-13.9%
CCOC(=O)C1CCC(CN(Cc2ccc(OC)cc2)S(=O)(=O)c2ccc(F)c(C(=O)Nc3ccc(C)c(C)c3)c2)CC1 (stereo unspecified)	?	-4.9%	1.6%
Cc1ccc(NC(=O)C(=O)NCC(c2cccnc2)N2CCN(Cc3ccccc3)CC2)cc1 (stereo unspecified)	-9.3%[46 µM]	-7.4%	-2.7%
CCc1ccc(-n2nc(C)c3c(C)cc(=O)n(CC(=O)Nc4ccc(OC)c(OC)c4)c32)cc1	2.2%[46 µM]	-4.6%	0.6%
O=C(NCCS(=O)(=O)N1CCN(c2ccccc2)CC1)C1CC(=O)N(c2ccccc2)C1 (stereo unspecified)	-0.4%[46 µM]	-0.4%	-6.7%

The last 3 records of the section before are carried over, then new ones follow:
SMILES	Lamin A splicing	TRb-SRC2 inh	TexasRed fluor
Cc1ccc(NC(=O)C(=O)NCC(c2cccnc2)N2CCN(Cc3ccccc3)CC2)cc1 (stereo unspecified)	-9.3%[46 µM]	-7.4%	-2.7%
CCc1ccc(-n2nc(C)c3c(C)cc(=O)n(CC(=O)Nc4ccc(OC)c(OC)c4)c32)cc1	2.2%[46 µM]	-4.6%	0.6%
O=C(NCCS(=O)(=O)N1CCN(c2ccccc2)CC1)C1CC(=O)N(c2ccccc2)C1 (stereo unspecified)	-0.4%[46 µM]	-0.4%	-6.7%
COCCCNC(=O)c1ccc(-n2c(-c3ccccc3)cc3c2CCC(C)C3)cc1 (stereo unspecified)	10.1%[46 µM]	7.3%	-4.6%
O=C(Cn1c(-c2cccs2)cc2cc(Cl)ccc21)N1CCCCC1	-12.0%[46 µM]	-0.2%	-10.0%
O=C(Nc1ccc(C(=O)N2CCN(c3ccc(F)cc3)CC2)cc1)c1nsc2ccccc12	?	-3.1%	-0.4%
COc1ccc2c(c1)CC(NC(=O)Nc1ccc(Br)c(C)c1)CO2 (stereo unspecified)	?	4.7%	-1.1%
Cc1ccc(-n2ncc3c(Nc4ccc5c(c4)OCCO5)ncnc32)cc1Cl	?	9.0%	-3.1%
COc1ccc(-c2cc(C(=O)NCCc3ccc(OC)c(OC)c3)c3c(-c4ccc(F)cc4)[nH]nc3n2)cc1	26.3%[46 µM]	-1.8%	1.1%
Cc1c(Cl)cccc1-n1ncc(C(=O)N2CCC(C)CC2)c1C1CCN(C(=O)OC(C)(C)C)CC1	11.6%[46 µM]	5.0%	1.2%
CC(=O)N1CCCc2cc(S(=O)(=O)N3CCCC(C(=O)NCc4ccc(Cl)cc4)C3)ccc21 (stereo unspecified)	-7.6%[46 µM]	-4.1%	-2.6%
O=C(NCC(c1ccco1)S(=O)(=O)c1cccs1)c1ccc(F)cc1 (stereo unspecified)	?	2.6%	-3.0%
COc1ccccc1NC(=O)C1=C(C)Nc2ncnn2C1c1ccc[nH]1 (stereo unspecified)	-16.0%[46 µM]	-8.6%	-0.6%
CCN(CC)S(=O)(=O)c1ccc2c(c1)nc(CN(C)C(=O)Nc1cccc(Cl)c1)n2C	-9.9%[46 µM]	-1.5%	0.9%
COc1ccc(C)cc1NC(=O)Nc1cccc(-c2noc(C)n2)c1	-7.9%[46 µM]	0.3%	0.7%
c1ccc(-n2ncc3c(NC4CCCC4)ncnc32)cc1	-22.3%[46 µM]	4.6%	-1.4%
Cc1ccc(OCC(=O)Nc2cc(-c3cccc(C)c3)nn2-c2ccccc2)cc1	-6.6%[46 µM]	-5.3%	-0.2%
COc1ccc(-c2nnc(SCC(=O)NCc3ccccc3)nc2-c2ccc(OC)c(OC)c2)cc1OC	?	1.6%	?
CCOC(=O)c1cc(-c2ccccc2)n(-c2cccc(C(=O)Nc3cc(OC)cc(OC)c3)c2)c1C	?	2.9%	-0.3%
CCc1cccc(C)c1NC(=O)c1cc(S(=O)(=O)N2CCC3(CC2)OCCO3)ccc1F	-19.9%[46 µM]	-3.8%	0.4%
Cc1ccc(NC(=O)Cn2nnc(C(=O)NCCc3ccccc3)c2N)cc1Cl	12.1%[46 µM]	-9.6%	-3.9%
Cc1ccc(C(=O)Nc2ccc(C(=O)OCc3cc(=O)n4c5c(sc4n3)CCCC5)cc2)cc1	-15.1%[46 µM]	8.2%	-0.3%
COc1ccc(N(Cc2cccs2)C(=O)Nc2ccccc2)cc1	?	-0.3%	-9.1%
COc1cccc(CNC(=O)c2ccc(NC(=O)N3CCCCc4ccccc43)cc2)c1	?	-1.9%	-0.7%
O=S(=O)(c1ccc(-c2cnc(C3CC3)o2)cc1)N1CCN(c2cccc(Cl)c2)CC1	?	1.8%	-1.4%
Cc1ccc(S(=O)(=O)Nc2cc3c(cc2C)n(C)c(=O)c(=O)n3C)cc1	21.3%[46 µM]	-0.2%	0.5%
COc1ccc(N(CC(C)C)S(=O)(=O)c2nnc(NC(=O)c3ccco3)s2)cc1	0.3%[46 µM]	0.1%	6.6%
O=C(NCCc1ccccc1)c1c[nH]c2ccc(S(=O)(=O)Nc3ccc(F)cc3F)cc2c1=O	11.9%[46 µM]	-4.2%	-1.4%
O=C(Cc1ccccc1)Nc1nnc2n1CCS2	5.4%[46 µM]	-8.2%	0.6%
Clc1cccc(Nc2ncnc3c2nc2n3CCCCC2)c1	?	0.2%	?
COc1ccccc1NC(=O)CSC1=Nc2ccccc2C2=NC(CC(=O)NCCc3ccccc3)C(=O)N12 (stereo unspecified)	0.8%[46 µM]	2.1%	-9.2%
Cc1ccc(-n2nc(C)c3c(C)cc(=O)n(CC(=O)Nc4ccc(Br)cc4F)c32)cc1	18.8%[46 µM]	0.5%	3.5%
O=C(Cn1c(=O)oc2cc(Cl)ccc21)Nc1cccc(C(F)(F)F)c1	?	2.9%	-0.6%
COc1cc2c(cc1OC)C(COc1ccccc1OC)N(C(=O)COc1ccc(Cl)cc1)CC2 (stereo unspecified)	-21.9%[46 µM]	11.8%	-0.5%
CC1Cc2cc(S(=O)(=O)NCCc3ccccc3)ccc2N1C(=O)C1CCC1 (stereo unspecified)	-8.0%[46 µM]	2.3%	-3.2%
CCOCCc1nn2c(=O)cc(COC(=O)c3ccc(NC(=O)c4ccc(F)cc4)cc3)nc2s1	6.8%[46 µM]	3.8%	-0.2%
Cc1ccc(OC(C)C(=O)NCC2(N3CCOCC3)CCCCC2)cc1C (stereo unspecified)	-2.0%[46 µM]	0.6%	-0.8%
CCOC(=O)Cc1ccc(NC(=O)NCc2ccc3c(c2)CCN3C(=O)CC)cc1	2.5%[46 µM]	7.5%	-6.5%
CCCCN(CCCNC(=O)CN1N=C(c2ccccc2)CCC1=O)c1ccccc1	?	-2.1%	-1.1%
CCc1cccc(C)c1NC(=O)Cn1ccn(-c2cccc(OC)c2)c(=O)c1=O	23.8%[46 µM]	-7.0%	7.5%
COc1cccc(C(=O)NCC(c2ccc(N(C)C)cc2)N2CCc3ccccc32)c1OC (stereo unspecified)	-25.4%[46 µM]	0.8%	-1.2%
Cn1c(=O)n(C/C=C/c2ccccc2)c(=O)c2c1nc1n2CCN1c1ccc(F)cc1	-8.0%[46 µM]	6.7%	5.0%
CCOC(=O)c1cc(-c2ccccc2)n(CC(=O)NCc2ccccc2)c1C	-7.6%[46 µM]	-4.0%	-2.7%

Source: PubChem
